# Bioassay records (PubChem)
# Vif imaging: HIV Vif inhibition. HEK293T cells, Vif self-association by quenched fluorescence, imaging, 24 h. inhibition, % at 7.49 µM. hit rate 0.35% among 340,000. AID 602346; in the data active = inhibition above about 50%, passing the limit was not always enough; inconclusive = no clear call, values can overlap the other calls; inactive = below about 31%; note: some results filed as inactive read as strong as hits
# Glyco luc inh: N-linked glycosylation inhibition; D54 ERlucT glycosylation luciferase reporter, 24 h; percent of 100 nM tunicamycin response; reporter increase, % at 12.5 µM; hit rate 0.23% among 360,000; AID 588692;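 active = mean luciferase reporter signal, scaled so untreated is 0 and the glycosylation-blocking control 100, at or above a set limit in every replicate; inconclusive = mean reaches the limit but not every replicate does; inactive = mean below the limit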;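 note: luciferase carries N-glycosylation sites so blocking glycosylation raises the light; 0% = median of neutral control wells and 100% = median of 100 nM tunicamycin wells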
# aDG glyco up: increases alpha dystroglycan glycosylation | activation, % at 10 µM | Pro5-aDG cells, alpha-DG glycosylation AlphaScreen (IIH6); 0% Pro5, 100% B10-LARGE cell signal | hit rate 0.22% among 360,000;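 active = activation of at least 8% versus controls, or a plate z-score of at least 8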;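 note: Pro5 are CHO cells carrying HIG-tagged alpha-DG that lacks glycosylation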
# MC4R ag barr: agonists of human melanocortin 4 receptor (MC4R) beta-arrestin | P32245 | U2OS MC4R beta-arrestin complementation, luminescence; percent of melanotan II response, DMSO zero | activation, % at 8.9 µM | hit rate 0.98% among 360,000;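 active = activation above a per-plate cutoff, the mean activation of sample wells on that plate plus 3 SD, cut at about 8% in these data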
# Target sequence (P32245 whole entry, looked up): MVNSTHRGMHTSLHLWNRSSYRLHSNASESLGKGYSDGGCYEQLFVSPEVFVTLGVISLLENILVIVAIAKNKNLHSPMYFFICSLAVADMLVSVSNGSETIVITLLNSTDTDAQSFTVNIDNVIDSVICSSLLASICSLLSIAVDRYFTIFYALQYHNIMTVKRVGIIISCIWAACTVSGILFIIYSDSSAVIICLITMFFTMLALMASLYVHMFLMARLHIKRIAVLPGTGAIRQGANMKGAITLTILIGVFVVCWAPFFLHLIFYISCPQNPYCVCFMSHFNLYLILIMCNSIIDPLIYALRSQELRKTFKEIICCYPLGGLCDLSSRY
# ABCB6 inh MLPCN: inhibitors of human ABC transporter ABCB6 | K562-ABCB6 porphyrin accumulation, flow cytometry, 1 h; hits give low values | fluorescence ratio to DMSO, % at 10 µM | hit rate 0.19% among 360,000 | AID 602162;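 active = fluorescence ratio to DMSO below 75%, the collection mean minus 3 SD; inconclusive = too few cells collected in the well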;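 note: signal is porphyrin accumulated inside mitochondria; 100% equals median channel fluorescence of DMSO control wells; lower ratio means ABCB6 inhibition with less porphyrin fluorescence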
# MC4R antagonist: antagonists of human melanocortin 4 receptor (MC4R). hit rate 0.48% among 360,000. inhibition, % at 6.5 µM. P32245. MC4R-expressing cells, MTII-stimulated cAMP, LANCE TR-FRET;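 active = inhibition above its plate's cutoff, the mean of tested wells on that plate plus 3 SD, cut at about 29% in these data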;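 note: 0% = Melanotan II alone and 100% = Melanotan II plus saturating MCL0020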
#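 System: U2OS-MC4R stable cell line; Technique: Eu-cAMP/anti-cAMP TR-FRET, emission 671 nm; Repeats: single well per compound; Also added: Melanotan II; Dosing: one concentration, 6.5 µM nominal; Schedule: 30-min compound, 1-h challenge, 1-h detection, room temperature.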
# m5-HT2A agonist: agonists of mouse serotonin 5-HT2A receptor (HTR2A); P35363; CHO-K1 mHTR2A beta-arrestin complementation, luminescence; percent of 30 µM serotonin response; activation, % at 7.6 µM; hit rate 0.66% among 360,000; AID 624169;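 active = activation above a run cutoff, the mean activation of all tested compounds plus 3 SD, cut at about 14% in these data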;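 note: 0% = plate median of compound wells and 100% = 30 µM serotonin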
# Target sequence (P35363 whole entry, looked up): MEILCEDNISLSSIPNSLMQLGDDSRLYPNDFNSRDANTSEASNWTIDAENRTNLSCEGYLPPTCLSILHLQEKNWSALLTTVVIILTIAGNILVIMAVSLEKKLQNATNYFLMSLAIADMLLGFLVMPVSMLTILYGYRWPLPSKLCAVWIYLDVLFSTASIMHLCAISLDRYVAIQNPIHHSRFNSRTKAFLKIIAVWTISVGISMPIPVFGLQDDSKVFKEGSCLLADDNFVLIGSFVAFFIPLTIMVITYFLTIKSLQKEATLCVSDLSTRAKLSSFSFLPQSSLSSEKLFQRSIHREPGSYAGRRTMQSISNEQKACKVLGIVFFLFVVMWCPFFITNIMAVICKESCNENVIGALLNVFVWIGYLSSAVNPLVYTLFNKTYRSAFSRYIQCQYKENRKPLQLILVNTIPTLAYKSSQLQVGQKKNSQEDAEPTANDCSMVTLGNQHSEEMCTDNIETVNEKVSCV
# PDI turbidity: blocks human protein disulfide isomerase activity; PDI insulin aggregation turbidity, A650, 90 min; inhibition, % at 10 µM; hit rate 0.052% among 350,000;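 active = mean inhibition across replicates of 30% or more, whatever share of single replicates reach that level; inconclusive = mean inhibition below 30% while every single replicate reaches 30%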;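 note: absorbance from insulin aggregation driven by PDI reduction with DTT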
# Cardio protect: protects H9c2 cardiomyocytes from peroxide injury | H2O2 injury protection, ATPLite, 2 h | protection from H2O2 cell death, % at 20 µM | hit rate 0.63% among 360,000 | AID 588492;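 active = compounds giving at least 50% protection of heart cells from peroxide-induced death in the single-dose screen, raw or plate-pattern-corrected value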;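 note: 0% = DMSO wells with peroxide and 100% = DMSO wells without peroxide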
# CaV13 ICDI inh: Disruptors of the CACNA1D IQ motif to Ca2+-dependent inactivation inhibitor domain association, primary screening, Förster resonance energy transfer in intact living … | HEK cells, CFP/YFP FRET ICDI-IQ, plate reader, 10 min; percent FRET-ratio fall versus neutral wells | inhibition, % at 12.3 µM | hit rate 0.098% among 340,000 | AID 743397;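 active = mean replicate inhibition of at least 30% and at least 1% of replicates passing that level; inconclusive = only one of the two criteria is met; inactive = neither criterion is met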;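 note: 0% = median of the neutral control wells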
# Starred values were filed as active, the others as inactive; ? = inconclusive; · = no result given; & = joins results of further samples.
SMILES,Vif imaging,Glyco luc inh,aDG glyco up,MC4R ag barr,ABCB6 inh MLPCN,MC4R antagonist,m5-HT2A agonist,PDI turbidity,Cardio protect,CaV13 ICDI inh
CCN(CC)CCN1C(=O)c2ccccc2NC1c1ccc(Br)cc1 (stereo not drawn),1,7,0.5,1.7,103,22,1,6,-3,1
CC(CC(=O)Nc1ccc2c(c1)c(=O)n(C)n2Cc1ccc(F)cc1)C(F)(F)F (stereo not drawn),-8,-1,0.3,-0.6,96,11,-2,-3,-3,-5
CC1CCN(CC(=O)Nc2nn(-c3ccccc3)nc2C(N)=O)CC1,1,0,0.0,-1.3,101,10,1,6,4,-5
COCc1cc(=O)n2[nH]c(C)nc2n1,-17,3,-0.2,-2.9,91,-2,-2,-1,1,-6
O=C(NCCOCCOCCNC(=O)c1ccccc1)c1ccccc1,-2,3,-0.1,-1.2,102,8,0,-6,-2,3
COc1cc(OC)c(C2=NOC(C(=O)Nc3cc(C)nn3-c3ccccc3)C2)cc1Cl (stereo not drawn),12,0,-0.1,-2.3,98,0,-3,5,5,-5
CC1CCC/C(=N/Nc2nc3ccccc3s2)C1 (stereo not drawn),2,-5,-0.5,-1.7,88,6,0,0,-20,-5
Cc1ccc(CN2CCN(/N=C\c3cccc([N+](=O)[O-])c3)CC2)cc1,·,0,-0.1,-0.8,94,1,-2,-8,-9,-4
COCCn1c(N)c(N(Cc2ccccc2)C(=O)C2CCCC2)c(=O)[nH]c1=O,-2,3,-0.3,-1.6,97,-1,0,2,7,-4
Cc1cc(C)cc(NC2=NC3(CCCCC3)N=C(N)N2)c1,1,23,-0.1,-1.2,97,-8,3,-7,21,·
Cc1[nH]n(-c2cccc3ccccc23)c(=O)c1C=Nc1ccc2[nH]c(=O)[nH]c2c1,1,0,-0.4,0.0,104,1,-3,2,6,·
NCCCS(=O)(=O)O,13&-9,1&5,3.3&-0.3,-0.7&0.4,97&99,3&8,1&1,2&-4,4&-1,-5&-5
COC(=O)c1ccccc1NC(=O)c1ccc(-c2ccccc2F)o1,-4,2,0.0,0.9,92,4,-3,5,-10,-5
CSc1nnc(Cn2c(=O)sc3ccccc32)n1CCc1ccccc1,2,-1,-0.1,0.6,101,3,2,·,-18,-4
COc1ccc2ccccc2c1CN1CCN(C(=O)c2ccccc2)CC1,-6,2,0.3,0.8,105,2,-3,2,-1,-6
Cc1ccnc(SCC(N)=O)n1,-4,0,0.0,-0.7,94,7,1,-1,-10,·
COC(=O)C1(C(F)(F)F)N=C(N(C)C)OC(N(C)C)=N1,3,1,-0.1,-0.3,90,3,0,13,-1,-2
CCOC(=O)C1(CCOC)CCN(Cc2ccc(C3CCCCO3)s2)CC1 (stereo not drawn),0,-3,0.3,-1.2,97,11,2,3,-5,7
O=C(CSc1cccc[n+]1[O-])c1ccc(-c2ccccc2)cc1,3,3,0.7,0.8,102,-5,-3,-5,3,-11
Cc1ccc(S(=O)(=O)Nc2cccc3c2O[C@H](CN(C)Cc2ccc(-c4ccccc4)cc2)[C@@H](C)CN([C@H](C)CO)C3=O)cc1,-3,12,0.6,2.5,104,11,2,-4,0,-6
CCOC(=O)Cc1csc(NC(=O)COc2ccc(N(C)S(=O)(=O)c3ccc(C)cc3)cc2)n1,·,0,0.9,-1.0,95,9,-1,7,-17,-3
CCOC(=O)CNC(=O)C1CCC(CNS(=O)(=O)c2cccc3nsnc23)CC1 (stereo not drawn),9,1,0.1,1.9,98,1,1,-1,0,-15
Cc1cc(C)cc(NC(=O)COc2coc(CN3CCc4ccccc43)cc2=O)c1,-2,-4,-0.1,9.2*,105,4,0,2,-5,-6
O=C(CSc1ccc(-c2ccc(F)cc2)nn1)Nc1ccc2c(c1)OCCO2,-7,-3,0.4,-1.8,97,1,-7,-16,-8,-5
NC(=O)c1ccc(NC(=O)c2cccc(Oc3ccccc3)c2)cc1,-9,1,-0.1,-2.6,101,0,7,-10,-9,-1
CCCCc1cc(=O)oc2cc(C)cc(OCC(=O)NCc3cccnc3)c12,-3,1,-0.1,-3.1,98,10,-3,3,2,-17
O=C(Nc1ccccn1)C1CCN(c2ncnc3c2nc2n3CCCCC2)CC1,5,-1,0.2,1.8,98,5,-4,-10,-5,-6
COc1ccc(N2CCN(S(=O)(=O)CCNC(=O)Cc3ccc([N+](=O)[O-])cc3)CC2)cc1,-3,1,0.2,-2.2,110,1,2,-11,-5,-3
NC(=O)c1cccc(CC(=O)c2ccccc2)c1,18,3,0.1,-2.2,97,1,2,2,-7,-20
O=C(NNc1ccnc2cc(Cl)ccc12)C1CCCCC1,2,0,10*,-2.1,93,5,4,-11,-23,6
O=C(CSc1nc2ccccc2[nH]1)Nc1cccc(S(=O)(=O)N2CCOCC2)c1,5,-2,-0.1,2.3,93,6,0,-2,-3,-2
COc1cc(CCC(=O)OCC(=O)Nc2ccc(C)cc2Br)cc(OC)c1OC,5,2,0.1,0.2,101,14,1,3,1,-2
Cc1ccc(Cl)cc1-c1cc(C(=O)NCc2ccco2)[nH]n1,·,1,0.9,0.9,96,16,0,6,0,-6
O=C(CC(c1ccccc1)c1ccco1)N1CCCCC1 (stereo not drawn),7,-1,0.2,1.5,102,-5,1,-1,-1,·
COc1cc(S(=O)(=O)N2CCN(C)CC2)ccc1Cl,·,-7,0.1,-0.8,102,0,2,-8,5,-9
COc1ccc(CCNC(=S)NCc2cccs2)cc1OC,18,0,0.3,-1.3,106,6,-4,6,4,-4
COc1ccc(CCNc2nnc(Sc3nnnn3-c3ccccc3)s2)cc1OC,139*,0,-0.2,-2.5,90,-9,-4,-2,0,-6
CC(=O)OCC1OC(n2ncc(=O)n(Cc3ccccc3)c2=O)C(OC(C)=O)C1OC(C)=O (stereo not drawn),15,1,0.3,-1.8,102,-7,2,9,-1,-1
Cn1c(-c2sc(=S)n(-c3ccccc3)c2N)nc2ccccc21,2,0,0.1,0.1,99,-3,-1,-3,-6,-7
COC(=O)Cc1ccc(NC(=S)N2CCCC(C)C2)cc1 (stereo not drawn),-1,3,-0.2,0.6,101,-10,5,1,5,-16
O=C(Nc1cccc(C(=O)N2CCOCC2)c1)c1ccccc1,-1,-9,0.0,-0.9,102,7,6,-5,13,-3
O=C(Nc1ccc(CN2CCOCC2)cc1)c1ccc(-c2cc(Cl)ccc2Cl)o1,-13,-5,2.7,-0.4,89,-2,-7,-4,2,-5
COC(=O)c1cc2c(C)nn(-c3ccccc3)c2s1,18,2,0.0,3.4,94,-3,0,-12,2,-6
CCCN(C(=O)CN1C(=O)NC2(CCCCCC2)C1=O)C1CCS(=O)(=O)C1 (stereo not drawn),-10,1,-0.2,0.0,96,14,2,-3,8,-7
O=C(Cn1cnc2ccccc2c1=O)Nc1ccc2c(c1)OCO2,6,1,-0.1,-2.3,93,12,-1,8,-5,-15
Cc1cc(OCC(=O)NNC(=S)NC(=O)c2ccc(Br)o2)ccc1Cl,·,·,0.3,-6.4,106,-2,5,-11,26,-4
O=C(Nc1ccc(Oc2ccc(Br)cc2)cc1)C1=CC=CN2CCS(=O)(=O)N=C12,9,-5,0.0,-0.1,101,-1,3,2,-2,-14
COc1ccc(NC(=S)N2CCC(NC(=O)c3ccccc3C)CC2)cc1,12,1,0.2,-2.1,99,1,-7,4,-2,-4
COC(=O)c1ccc2nc(-c3ccc(S(C)(=O)=O)cc3)cn2c1,-11,1,-0.3,-0.4,96,-5,1,2,-2,-2
Cc1cc(C)cc(N(C(C)C(=O)NCc2ccc3c(c2)OCO3)S(C)(=O)=O)c1 (stereo not drawn),2,-1,0.3,-0.1,98,19,9,7,-2,-2
CCOc1cc(/C=N/NC(=O)Cc2ccc(C(F)(F)F)cc2[N+](=O)[O-])ccc1O,1,-1,0.4,-0.2,100,9,-4,7,1,-5
COc1ccccc1CNC(=O)CCS(=O)(=O)c1ccc2c(c1)CC(C)N2C(=O)C1CC1 (stereo not drawn),14,-1,-0.1,-0.1,105,2,-2,-3,0,-14
COC(=O)c1ccc(NC(=O)c2cc3c(CO)cnc(C)c3oc2=Nc2cccc(C(N)=O)c2)cc1,2,-2,0.3,0.8,94,1,8,-6,34,-2
COc1cccc(C(=O)/C=C2\Sc3ccccc3N2C)c1,-21,-7,0.6,4.7,100,-1,-1,8,-10,-5
CCc1ccc(N=c2c([N+](=O)[O-])nn(-c3ccc4c(c3)OCCO4)n2O)cc1,0,-2,0.3,-2.6,97,7,2,-6,-7,1
O=C(Nn1c(O)c(C=C2N=c3ccccc3=N2)sc1=S)c1ccccc1Cl,-2,3,-0.3,-0.3,98,-5,-3,4,-7,-4
COc1cccc(CSc2nnc(-c3ccncc3)n2N)c1,-10,12,0.1,-0.4,102,4,3,-1,4,-4
O=C1N2c3ccccc3CCc3cccc(c32)C1(O)C(F)(F)F (stereo not drawn),0,0,-0.2,1.6,96,-4,-2,7,-12,-7
COc1ccc(C(=O)NCCNC(C)=O)cc1S(=O)(=O)NCc1ccc(Cl)cc1,2,1,-0.1,-1.0,101,-2,5,4,-1,-4
Cc1ccc(N(CC(=O)N2CCCCCC2)S(C)(=O)=O)c(C)c1,12,6,-0.1,-1.7,76,6,4,14,2,-11

# Arranged by the number under MC4R ag barr (highest first): 3 of the compounds above.
smiles	MC4R ag barr
COc1cccc(C(=O)/C=C2\Sc3ccccc3N2C)c1	4.7
COc1ccc(C(=O)NCCNC(C)=O)cc1S(=O)(=O)NCc1ccc(Cl)cc1	-1.0
O=C(Cn1cnc2ccccc2c1=O)Nc1ccc2c(c1)OCO2	-2.3

# (continued)
SMILES,Vif imaging,Glyco luc inh,aDG glyco up,MC4R ag barr,ABCB6 inh MLPCN,MC4R antagonist,m5-HT2A agonist,PDI turbidity,Cardio protect,CaV13 ICDI inh
CCN(CC)CCSc1nnc2c3cc(F)ccc3n(Cc3ccccc3)c2n1,6,-4,-0.2,-2.3,98,-2,-3,0,2,-8
N#CCSc1nc2ccccc2c(=O)n1CCC(=O)NCCc1ccccc1,1,1,0.0,-0.1,93,1,-4,-3,2,-6
CCOC(=O)Cc1csc(SCC(=O)Nc2oc(C)c3c(C)n[nH]c(=O)c23)n1,2,1,0.1,-0.5,99,-2,-1,-2,7,-5
CC(OC(=O)CCCN=C1NS(=O)(=O)c2ccccc21)C(=O)Nc1ccc(F)c(F)c1F (stereo not drawn),-2,3,-0.1,0.8,99,0,-1,-4,-7,-14
CN(CC(=O)Nc1cccc(F)c1)CC(=O)NC(c1ccccc1)c1ccccc1,-5,-2,-0.1,-0.4,81,-2,-8,10,-5,-2
O=C(Nc1ccccc1Cl)c1ccccc1Cc1ccccc1,-2,-1,0.1,3.2,93,16,-5,-3,-4,-2
Cc1c(Cl)ccc2c(C(=O)Nc3cc(C(C)(C)C)on3)cc(-c3ccccn3)nc12,-2,?,-0.4,-0.8,104,0,-3,-10,0,-5
